beta cell repl: MIN6 beta-cell proliferation induction | MIN6 cells proliferation, ATPlite luminescence, 48 h; cells starved in 0.2% serum; 100% = growth in 10% serum | proliferation, % at 10 µM | hit rate 0.29% among 330,000;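 active = compounds whose signal lies at least 3.5 SD above the mean of all wells on their plate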;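 note: 0% = DMSO-treated cells in low-serum medium and 100% = 10% serum control; some compounds called inactive have numbers as strong as hits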
mIAP act: mouse IAP activation; muIAP, CDP-Star luminescence, 30 min; active compounds read high; 1 = vehicle-only enzyme signal, 0 = enzyme-free wells; activation factor at 10 µM; hit rate 0.24% among 330,000;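 active = activation factor of at least 2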; note: the source names both 10 and 20 µM as test concentration; values of inactives mirror those of a sister screen read the other way
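Assay system: mouse IAP enzyme / Compound: DMSO-dissolved test compounds / Timing: 30 min, room temperature / Measured by: luminescence from enzymatic CDP-Star hydrolysis / Control set: DMSO-only wells, enzyme-free buffer wells as negative control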
GRIN3A LBD mod: NR3A (human) ligand-binding domain modulation. NR3A LBD differential scanning fluorimetry, Tm shift; 0% = protein alone, 100% = glycine-bound protein. Tm shift relative to glycine control, % at 25 µM. hit rate 2.5% among 340,000;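 active = melting temperature shift of at least 10% of the positive control shift, at one fixed dose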
hIAP block: human IAP inhibition | purified IAP, CDP-Star luminescence, 30 min | hit rate 0.12% among 330,000 | inhibition, % at 10 µM;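 active = inhibition reaching a set limit with compound at 10 µM in the primary screen, cut at about 35% in these data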;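 note: plate controls were DMSO wells with enzyme for no effect and no-enzyme buffer wells for full effect; values of inactives mirror those of a sister screen read the other way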
Target sequence (P09923 whole entry, looked up): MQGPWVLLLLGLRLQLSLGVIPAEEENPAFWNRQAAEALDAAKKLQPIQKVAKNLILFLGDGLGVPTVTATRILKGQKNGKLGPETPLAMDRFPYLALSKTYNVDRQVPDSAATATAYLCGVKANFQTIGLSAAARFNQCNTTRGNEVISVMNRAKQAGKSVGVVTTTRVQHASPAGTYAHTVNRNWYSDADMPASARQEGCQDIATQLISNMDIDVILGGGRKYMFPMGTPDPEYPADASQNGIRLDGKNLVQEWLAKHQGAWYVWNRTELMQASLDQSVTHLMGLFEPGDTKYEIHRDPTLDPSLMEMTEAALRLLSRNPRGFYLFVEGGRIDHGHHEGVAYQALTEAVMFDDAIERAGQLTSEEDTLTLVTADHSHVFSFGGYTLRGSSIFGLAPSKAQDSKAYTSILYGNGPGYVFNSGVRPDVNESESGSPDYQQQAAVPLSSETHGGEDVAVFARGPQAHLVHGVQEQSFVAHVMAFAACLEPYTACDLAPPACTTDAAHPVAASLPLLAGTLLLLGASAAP
hIAP activ: human IAP activation; P09923; purified human IAP, CDP-Star luminescence, 30 min; active compounds read high; 1 = vehicle-only enzyme, 0 = enzyme-free background; activation factor at 10 µM; hit rate 0.16% among 330,000; AID 2524;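 active = activation factor of the enzyme at least 2-fold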; note: the source names both 10 and 20 µM as test concentration; values of inactives mirror those of a sister screen read the other way
APOBEC3G inh: APOBEC3G (human) deaminase inhibition; recombinant A3G, ssDNA deamination FAM/TAMRA fluorescence; inhibition, % at 20 µM; hit rate 0.28% among 330,000; AID 493012;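 active = inhibition of at least 40% at 20 µM, with no more than 30% in the related APOBEC3A deaminase screen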;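 note: plate controls were DMSO wells with A3G for no effect and wells lacking A3G enzyme for full effect; some compounds called inactive have numbers as strong as hits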
MPTP block: permeability transition pore inhibition. isolated mouse mitochondria, Ca2+ swelling absorbance, 30 min. inhibition, % at 10 µM. hit rate 1.4% among 360,000. AID 602449;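 active = inhibition of 50% or more, scaled per plate between neutral and stimulator controls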;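 note: 0% = DMSO wells given calcium and 100% = 1 mM EGTA wells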
mIAP inh: mouse IAP inhibition | purified mouse IAP, CDP-Star luminescence, 30 min | AID 2806 | hit rate 0.2% among 330,000 | inhibition, % at 10 µM;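 active = inhibition of at least 40% at 10 µM in the primary screen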;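 note: plate controls were DMSO with enzyme for no effect and no enzyme wells for full effect; values of inactives mirror those of a sister screen read the other way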
A3A deaminase: human APOBEC3A DNA deaminase inhibition; inhibition, % at 20 µM; P31941; AID 493011; hit rate 0.41% among 330,000; recombinant A3A, FAM/TAMRA ssDNA deamination fluorescence;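 active = at least 40% inhibition at 20 µM here, with at most 30% in a related deaminase screen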;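 note: plate controls were A3A with DMSO for no effect and wells lacking A3A enzyme for full effect; some results filed as inactive read as strong as hits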
Target sequence (P31941 whole entry, looked up): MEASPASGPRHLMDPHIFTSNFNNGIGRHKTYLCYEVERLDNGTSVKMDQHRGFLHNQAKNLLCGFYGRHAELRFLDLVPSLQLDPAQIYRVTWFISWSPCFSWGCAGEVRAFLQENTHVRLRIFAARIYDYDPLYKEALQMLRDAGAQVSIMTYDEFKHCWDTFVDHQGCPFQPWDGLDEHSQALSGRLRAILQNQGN
The depositor's hits bear a star; · = not tested or not shown.

Results follow in this order: GRIN3A LBD mod	hIAP activ	mIAP inh	APOBEC3G inh	beta cell repl	mIAP act	hIAP block	A3A deaminase	MPTP block
> CC[C@]12c3[nH]c4ccc(Cl)cc4c3CCN1C(=O)[C@@H](CC(=O)NCCCOC)C[C@@H]2C(=O)N1CCN(C(=O)C2CC2)CC1
  2	·	0	8	·	0.99	·	6	-1.7
> COc1cc(C(=O)N2c3ccccc3CC2C)cc(OC)c1OC (stereo unspecified)
  -3	0.95	-4	-4	3	1	5	0	0.7
> O=C(Cn1ccc([N+](=O)[O-])n1)Nc1nc2ccccc2s1
  -2	1.2	0	-7	-4	1	-18	-2	3.9
> COc1ccc(C(O)Cn2cc([N+](=O)[O-])nc2C)cc1 (stereo unspecified)
  1	0.86	5	-3	-1	0.95	14	2	2.8
> COc1ccc(C(C)=O)cc1Cn1nnc(-c2ccccc2Br)n1
  0	0.96	9	-7	-3	0.91	4	-4	-0.2
> Cc1cc(C)c(NC(=O)Cn2c(=O)n(Cc3ccco3)c(=O)c3ccccc32)c(C)c1
  0	1.3	-16	-5	-1	1.2	-31	-5	-1.3
> Cc1nc2scc(-c3ccc(C(C)C)cc3)c2c(=O)n1N
  1	0.95	3	-2	-4	0.97	5	0	-0.5
> CCCCNC(=O)C1CCN(C/C(C)=C/c2ccccc2)CC1
  1	1	2	-8	-1	0.98	-2	-6	1.2
> COc1ccc(-c2nnn(CC(=O)N(CC(=O)NC3CCCC3)Cc3cccs3)n2)cc1OC
  1	0.85	-10	-5	5	1.1	15	0	-0.1
> O=C(NC(=S)Nc1ccccc1N1CCCCC1)c1cccs1
  0	0.81	7	-7	-7	0.93	19	0	3.7
> CC(C)(C)[C@H]1COC(=O)[C@H](NC(=O)OCC2c3ccccc3-c3ccccc32)C/C=C\C[C@@H](CC(=O)N[C@@H](CO)Cc2ccccc2)C(=O)N1
  -2	0.96	-4	-6	-6	1	4	-1	-0.5
> COc1ccccc1Nc1nccc(N(C)C)c1C#N
  -1	1	-2	-7	3	1	-4	1	-1.6
> CS(=O)(=O)c1cccc(C(=O)Nc2ccc(S(=O)(=O)N3CCCCC3)cc2)c1
  0	1.2	5	-3	-3	0.95	-15	19	-1.0
> COc1ccc2c(c1)CCc1c(C(=O)Nc3cc(C)n(Cc4ccc(Cl)cc4)n3)noc1-2
  0	0.89	4	-9	-2	0.96	11	-3	1.0
> Cc1c(C)c2c(OCC(=O)N3CCC(C(N)=O)CC3)cc3c(c2oc1=O)CCC(C)(C)O3
  0	0.94	20	-8	3	0.8	6	-14	0.2
> C/C(=N\NC(=O)c1ccccc1O)c1cccs1
  5	1	17	1	-5	0.83	-4	3	-3.2
> CCN1CCN(c2ccc(S(=O)(=O)N3CCCCC3)cc2NC(=O)COc2ccccc2)CC1
  -2	1	-4	-9	-4	1	0	13	-0.9
> O=C(Nc1cccc(Br)c1)c1ccc2snnc2c1
  -5	0.81	5	2	-5	0.95	19	0	26
> CCOC(=O)c1c(C)[nH]c(C)c1C(=O)COC(=O)CNC(=O)C1CCCCC1
  1	1.1	-4	-14	-1	1	-7	-5	0.5
> O=C(CCN1C(=O)[C@@H]2Cc3ccccc3CN2C1=O)NCc1ccccc1
  -3	1.2	4	-2	0	0.96	-19	-2	0.2
> COC(=O)c1cc(=O)n2c(sc3ccccc32)c1C#N
  6	0.96	-16	-8	-1	1.2	4	-5	1.4
> CCOc1ccc(NC(=S)Nc2ccc3nsnc3c2)cc1
  22*	1	-7	-4	0	1.1	0	-4	86*
> Cc1ccc(S(=O)(=O)N2CCC(=O)N(CCOCc3ccccc3)CC2)cc1
  1	1	1	2	-1	0.99	-3	3	-0.2
> CSc1ncccc1C(=O)NCCc1ccccc1F
  0	0.92	0	1	0	1	8	2	0.2
> COC(=O)c1cc(CNC(=O)CCCSc2ccccc2)ccc1OC
  -2	1	-2	-5	-1	1	0	17	0.0
> COc1ccc(-c2nc3cc(NC(=O)Cc4ccc(OC)c(OC)c4)ccc3o2)cc1
  -9	0.93	-21	-5	1	1.2	7	-2	96*
> COc1ccc(NC(=O)COC(=O)C23CC4CC(CC(NC(C)=O)(C4)C2)C3)cc1S(=O)(=O)N1CCOCC1
  0	0.98	-9	-4	-2	1.1	2	-2	0.2
> CCCCCCc1cc2cc(C(=O)NC)c(=N)oc2cc1O
  -7	1.1	-26	-6	-5	1.3	-11	-3	96*
> CO/N=C/C(C#N)=C/c1ccc(OC)c(OC)c1
  0	0.98	-2	-11	6	1	2	-3	-0.4
> CN1C(=O)NC(c2ccccc2Cl)C2=C1CC(C)(C)CC2=O (stereo unspecified)
  1	1	-3	-2	1	1	0	5	0.6

Carrying on:
Results follow in this order: GRIN3A LBD mod	hIAP activ	mIAP inh	APOBEC3G inh	beta cell repl	mIAP act	hIAP block	A3A deaminase	MPTP block
> O=C(NCc1cccs1)C1CC(c2ccc(Cl)c(Cl)c2)=NO1 (stereo unspecified)
  -11	1.2	-6	-9	-5	1.1	-15	-5	1.1
> CCOC(=O)CNC(=O)CNC(=O)Cn1ccc2ccccc2c1=O
  0	0.91	1	-2	5	0.99	9	0	-0.7
> COC(=O)c1cnn2c(C(F)(F)F)cc(-c3ccccc3)nc12
  -14	0.88	4	-8	-3	0.96	12	-4	-0.1
> COc1ccc(N2CCN(S(=O)(=O)c3ccc(-c4cc(C)no4)s3)CC2)cc1
  -1	1	-9	-4	-1	1.1	-2	-2	-0.9
> O=c1[nH]cnc2c1ncn2[C@@H]1O[C@H](CO)[C@@H](O)[C@H]1O
  -1	1	-14	-3	5	1.1	-2	0	16
> O=C(O)C1CCN(c2ccc(S(=O)(=O)N3CCOCC3)cc2[N+](=O)[O-])CC1
  -1	1	10	0	-1	0.9	-1	2	1.4
> Cc1nonc1OCC(C)(COc1nonc1C)NC(=O)c1ccc(Cl)cc1
  3	0.92	3	-2	-3	0.97	8	1	28
> CCN(CC)CCCNc1ncnc2ccccc12
  -1	1	-3	-1	-1	1	0	8	-0.6
> COc1ccc(C(=O)Cc2ccc(OC)c(OC)c2)c(OC)c1
  0	1.1	-11	9	-3	1.1	-14	-6	7.8
> COC(=O)c1cc(Cl)cc2c(C)c(C3(O)CCCCC3)[nH]c12
  -6	0.93	7	-2	-8	0.93	7	1	1.5
> COC(=O)c1ccc(COC(=O)C23CC4CC(CC(O)(C4)C2)C3)o1
  1	0.94	-7	4	1	1.1	6	1	2.5
> CCOC(=O)c1c(C)[nH]c(C(=O)N/N=C\c2ccccc2Cl)c1C
  -5	0.99	7	-6	-2	0.93	1	0	92*
> COc1cc(C(=O)NCC(=O)OC(C)C(=O)Nc2ncc(Cl)cc2Cl)cc(OC)c1OC (stereo unspecified)
  1	0.82	7	-1	-2	0.93	18	11	0.6
> COc1ccc(C)cc1NC(=O)CSc1nnc(COc2ccc(Cl)cc2)n1Cc1ccco1
  -16	1.2	-10	-3	-5	1.1	-22	-3	3.7
> O=S(=O)(Nc1cc(Cl)ccc1N1CCCCC1)c1cccs1
  -4	1.1	2	-5	-4	0.98	-13	-4	2.0
> COc1ccccc1NS(=O)(=O)c1ccc(C(=O)N2CCCCCC2)cc1
  0	0.86	1	-6	7	0.99	14	-5	1.1
> COc1ccc(OCC(=O)N/N=C/C(C)=C/c2ccco2)c(Br)c1
  -1	1	4	12	-3	0.96	0	4	1.0
> O=C(O)c1ccccc1C(=O)N1N=C(c2ccccc2)CC1c1ccccc1O (stereo unspecified)
  2	1.2	5	-2	-1	0.95	-21	-4	1.4
> CC1CCN(C(=O)CN(c2ccc3c(c2)OCCO3)S(=O)(=O)c2ccccc2)CC1
  1	1.1	-1	4	2	1	-7	4	0.8
> CCn1c(=O)cc(SCC(=O)N2CCCCC2)c2ccccc21
  2	0.94	12	-6	1	0.88	6	-2	-1.0
> COc1ccc(CCNS(=O)(=O)c2ccc([N+](=O)[O-])cc2)cc1OC
  0	1	1	-9	0	0.99	-1	-2	-0.3
> Cc1cc(C(=O)Nn2c(C)nc3ccccc3c2=O)ccc1[N+](=O)[O-]
  -1	0.87	5	-6	2	0.95	13	-1	-0.4
> N#Cc1nc(-c2ccco2)oc1NCc1cccnc1
  -5	1.1	-3	0	-2	1	-11	-1	-0.7
> COc1ccccc1NC(=O)Nc1ccnn1C1CCN(C(=O)c2cccnc2)CC1
  -2	0.97	2	1	0	0.98	3	-1	-0.1
> O=C(Cn1ncc2c([nH]c3ccccc32)c1=O)Nc1ccc(F)cc1F
  -1	1.2	1	-5	2	0.99	-18	-4	1.2
> Cc1ccc(CN2CCC(C(=O)Nc3cccc(-c4cccc(F)c4)c3)CC2)o1
  0	2.2*	-142	-7	-4	2.4*	-122	-5	3.3
> CN1CCc2[nH]c3ccc(C(=O)NN)cc3c2C1
  0	0.97	6	-1	-4	0.94	3	5	-1.9
> Cc1ccc(CNC(=O)COC(=O)CSc2ccc(Br)cc2C)cc1
  1	1	-4	-3	-2	1	-3	1	-7.4
> COc1ccc(CNc2nc(NCc3ccc(OC)cc3)n(C(=O)c3ccncc3)n2)cc1
  0	1.2	7	-1	-2	0.93	-20	2	2.6
> O=C(O)c1cn(-c2ccc(N3CCCC3)c(F)c2)c2c(F)c(F)c(F)cc2c1=O
  1	0.95	13	0	-4	0.87	5	4	-4.4

(next part)
Results follow in this order: GRIN3A LBD mod	hIAP activ	mIAP inh	APOBEC3G inh	beta cell repl	mIAP act	hIAP block	A3A deaminase	MPTP block
> CN(C(=O)Cc1csc(-c2ccccc2)n1)c1c(N)n(Cc2ccccc2)c(=O)[nH]c1=O
  -1	1.1	-2	-7	6	1	-10	3	0.5
> COc1ccc(Cl)cc1C(=O)Nc1cc(=O)n(C)c(=O)n1C
  -1	1	-12	-9	1	1.1	0	-2	-2.9
> Cc1cc(C(=O)COC(=O)c2ccc(O)cc2)c(C)n1-c1ccccc1F
  -4	1.1	2	-14	-6	0.98	-10	-8	1.1
> Cc1ccc2sc(N(CCCN(C)C)C(=O)CCS(=O)(=O)c3ccccc3)nc2c1C
  0	1.2	0	3	-8	1	-22	3	0.1
> CCCCn1c(=N)c(S(=O)(=O)c2ccc(Br)cc2)cc2c(=O)n3cccc(C)c3nc21
  -14	0.83	10	-8	-5	0.91	17	-5	0.1
> NC(=O)CSc1nnc(NC(=O)c2ccc(Br)o2)s1
  3	1.2	6	7	-2	0.94	-21	4	-2.5
> CC(C)C(NC(=O)c1ccccc1)C(=O)N1CCCCCC1 (stereo unspecified)
  0	0.91	-2	-13	-3	1	9	-1	-1.1
> CCOC(=O)c1sc2nc(C)nc(Nc3ccc(OC)cc3)c2c1C
  1	0.89	9	-7	3	0.91	11	-1	1.7
> O=C(O)c1cccc(-n2cc(-c3cccc(C(F)(F)F)c3)cn2)c1
  3	0.98	4	-6	-2	0.96	2	-2	2.0
> Cc1cccc(NC(=O)c2ccc3c(c2)OCCO3)c1
  1	0.85	1	-4	-4	0.99	15	-1	-1.0
> O=C(c1ccccc1)N1CCC(O)(c2cccnc2)CC1
  -2	0.9	-6	0	0	1.1	10	-1	-1.0
> Cc1cccc(-c2cc(C(=O)Nc3cccnc3)c3ccccc3n2)c1
  -4	1	8	-12	-2	0.92	-4	-2	0.2
> O=C(Oc1cc(=O)oc2c1c(=O)n1c3c(cccc23)CC1)c1ccccc1
  0	0.88	4	19	-4	0.96	12	16	2.1
> N=c1sccn1CC(=O)NCc1ccc(Cl)cc1Cl
  2	1	8	-5	-4	0.92	-1	-3	0.8
> CC(C)(C)c1c(Cl)c(O)c(-c2ccccc2)c(=O)n1-c1ccccc1
  -5	0.96	-3	-8	0	1	4	-1	2.5
